Screening data from PubChem.
TRPC6 act: activates the mouse TRPC6 cation channel | B-score at 10 µM | hit rate 0.13% among 310,000 | Q61143 | HEK293-TRPC6 membrane potential dye fluorescence; stronger effect = higher value;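 active means B-score of the integrated fluorescence ratio above library mean plus 3 SD, and starting fluorescence ratio within library mean plus 5 SD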;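 further: higher score means more depolarization so channel activation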
SKKanGAS inh: blocks kanamycin growth of S. pyogenes SKKanGAS strain; hit rate 1.3% among 300,000; AID 1662; BacTiter-Glo, 6 h; inhibition, % at 7.5 µM;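 active means mean replicate score, as percent of positive control median, at least 50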;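 further: strain carries kanamycin resistance gene driven by streptokinase promoter and grows in 40 µg/ml kanamycin; loss of luminescence reflects streptokinase promoter inhibition or plain growth inhibition; 0% = median of DMSO wells and 100% = positive control at its reference dose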
Platelet DG rel: platelet dense granule release activity. AID 1663. human platelet-rich plasma, SFLLRN dense granule ATP release, luminescence. hit rate 0.22% among 300,000. inhibition, %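 (compounds screened at 7.5 µM in platelet-rich plasma)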;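 active means mean replicate score, as percent of positive control, at or above 50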
RGS4 act: potentiators or activators of RGS4; HEK293 M3R/inducible RGS4, carbachol calcium flux Fluo4; stronger effect = lower value; AID 463111; B-score at 10 µM; hit rate 0.92% among 310,000;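 active means B-score of the integrated calcium signal more than 4 SD below the library mean, with starting fluorescence not abnormally high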;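 further: negative B-score means reduced calcium response which marks RGS4 activation or potentiation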
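test system = HEK293 cells with stable M3R and inducible RGS4 | schedule = recording 10 s baseline at 1 Hz, 100 s post-agonist | technique = Fluo4-AM (2 µM) calcium-flux fluorescence, kinetic read | measure = Agonist-evoked peak-minus-minimum fluorescence over baseline, integrated ratio, B score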
HIF act: HIF pathway transcriptional activation; activation, % at 7.5 µM (by protocol); hit rate 0.32% among 300,000; AID 1910; U2OS HRE-luciferase reporter, luminescence; normalized: DMSO 0%, desferrioxamine 100%;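 active means mean activation of at least 10% of the iron chelator positive control signal, with at least half of replicates also reaching 10%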
MrgX1 antagonist: human MrgX1 receptor antagonism, primary screen. Q96LB2. MRGX1-HEK293 calcium flux, Fluo-4, BAM8-22 antagonism; stronger effect = lower value. B-score at 10 µM. hit rate 1.3% among 310,000. AID 588676;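 active means calcium-response B-score plate-corrected more than 3 library SD below zero, starting fluorescence within 5 deviations, no agonist response on first addition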;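 further: peak minus trough fluorescence over baseline after final BAM8-22 challenge near maximal dose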
TRPC4 inh: blocks the mouse TRPC4 cation channel | Q9QUQ5 | HEK293 TRPC4beta/mu-opioid, DAMGO-evoked Fluo4 calcium flux; stronger effect = lower value | B-score at 10 µM | hit rate 0.39% among 300,000 | AID 2247;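 active means B-score over 3 SD under the library average, no early fluorescence shift, positive overall ratio signal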
Target sequence (Q9QUQ5 whole entry, looked up): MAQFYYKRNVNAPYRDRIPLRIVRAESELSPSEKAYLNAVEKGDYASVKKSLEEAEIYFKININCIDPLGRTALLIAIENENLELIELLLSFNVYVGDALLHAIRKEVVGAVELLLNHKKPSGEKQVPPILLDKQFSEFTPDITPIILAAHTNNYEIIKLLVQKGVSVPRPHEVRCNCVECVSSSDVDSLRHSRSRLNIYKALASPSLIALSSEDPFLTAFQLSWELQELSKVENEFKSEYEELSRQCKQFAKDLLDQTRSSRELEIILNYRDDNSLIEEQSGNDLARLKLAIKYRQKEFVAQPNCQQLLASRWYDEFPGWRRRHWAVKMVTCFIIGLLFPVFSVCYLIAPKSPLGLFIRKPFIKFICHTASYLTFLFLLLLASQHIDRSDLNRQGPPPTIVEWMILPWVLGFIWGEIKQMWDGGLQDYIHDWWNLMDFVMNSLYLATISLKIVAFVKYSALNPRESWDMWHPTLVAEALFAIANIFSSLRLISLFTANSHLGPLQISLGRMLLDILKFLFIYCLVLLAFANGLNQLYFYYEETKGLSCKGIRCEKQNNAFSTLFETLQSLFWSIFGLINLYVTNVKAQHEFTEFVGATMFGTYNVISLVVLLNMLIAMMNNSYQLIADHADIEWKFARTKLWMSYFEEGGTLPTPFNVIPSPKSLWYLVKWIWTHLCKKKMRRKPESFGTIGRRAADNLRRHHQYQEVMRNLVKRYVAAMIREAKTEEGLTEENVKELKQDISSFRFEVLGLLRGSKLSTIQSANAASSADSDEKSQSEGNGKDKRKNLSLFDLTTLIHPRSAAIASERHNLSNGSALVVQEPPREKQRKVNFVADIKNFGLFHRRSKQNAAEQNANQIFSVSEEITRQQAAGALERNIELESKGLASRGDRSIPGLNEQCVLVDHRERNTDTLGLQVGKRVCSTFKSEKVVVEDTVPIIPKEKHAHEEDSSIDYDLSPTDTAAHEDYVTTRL
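Signal: kinetic Fluo4 fluorescence imaging of calcium influx. Material: stable TRPC4beta/mu-opioid receptor HEK293 cells. Probe or stimulus: DAMGO in two steps, submaximal then maximal.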
RGS4 block: inhibitors of human RGS4 | P49798 | HEK293 M3R/RGS4 inducible, Fluo-4 calcium flux; stronger effect = higher value; triggered by carbachol at its EC20 | B-score at 10 µM | hit rate 0.45% among 310,000 | AID 463165;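 active means B-score, a plate-corrected calcium signal, over three deviations above library mean, with baseline fluorescence within five deviations of library mean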;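 further: RGS4 expression induced by doxycycline in cells with stable M3 receptor; B-score is computed from the integrated fluorescence ratio over baseline after carbachol; higher B-score means a larger calcium signal and so more RGS4 inhibition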
MrgX1 ag: agonists of human MrgX1 receptor; Q96LB2; B-score at 10 µM; AID 588627; MrgX1-HEK293 cells, Fluo-4 calcium fluorescence, agonist mode; stronger effect = higher value; hit rate 0.44% among 310,000;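 active means calcium response B-score plate-corrected fluorescence ratio at least 3 library SD, with starting fluorescence B-score inside 5 SD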
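times = overnight plating, then 30 min 37 °C plus 30 min room-temperature dye loading | assay system = stable human MrgX1 HEK293 cell line | input = fifteen thousand cells per well | signal = kinetic calcium dye fluorescence, Fluo-4 NW | dosing = compound delivered in addition one of three | read-out = B-scored fluorescence response ratio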
MrgX1 PAM: human MrgX1 positive allosteric modulation, primary screen; hit rate 0.63% among 310,000; MrgX1-HEK293, Fluo-4 calcium flux, FDSS; stronger effect = higher value; B-score at 10 µM;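 active means plate-corrected calcium response at least 3 library SD above typical, normal starting fluorescence, not activating the receptor alone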;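 further: compound read alongside a low EC10 to EC30 dose of BAM8-22 agonist; peak minus trough fluorescence over baseline measured at the second addition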
TRPC6 inhibitor: blocks the mouse TRPC6 cation channel; Q61143; HEK293-TRPC6, membrane potential dye, ACh-evoked depolarization; stronger effect = lower value; B-score at 10 µM; hit rate 1.1% among 310,000;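 active means B-score under library mean minus 3 SD, initial fluorescence not abnormally high, positive integrated signal ratio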;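 further: B-score derived from integrated fluorescence ratio over the kinetic read; more negative B-score means stronger inhibition of depolarization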
* marks the source's active call; other numbers are inactive results; i = inactive; nt = no result given. This is a random part of the collection. Share with any hit: about 6.1%.

smiles	RGS4 act	Platelet DG rel	RGS4 block	MrgX1 PAM	SKKanGAS inh	TRPC4 inh	TRPC6 act	HIF act	TRPC6 inhibitor	MrgX1 ag	MrgX1 antagonist
Cn1nc(C(=O)Nc2ccc(S(=O)(=O)N3CCCCC3)cc2)ccc1=O	i	0	i	i	3	i	i	-0.2	i	i	i
Cc1ccc(NC(=O)C(=O)NCc2ccco2)c(C)c1	i	-5	i	i	-3	i	i	4.1	i	i	i
O=C(CNCc1ccccc1Cl)Nc1ccc2c(c1)OCCO2	i	-2	i	i	-10	i	i	4.0	i	i	i
COc1ccccc1C(CC(=O)N1CCCC1)c1ccc2c(c1)OCO2 (stereo not drawn)	i	-6	i	i	-5	i	i	-0.5	i	i	i
CC(=O)NC(CC(=O)Nc1cc(Cl)ccc1-n1cncn1)c1ccccc1 (stereo not drawn)	i	-2	i	i	-7	i	i	-1.3	i	i	i
O=[N+]([O-])c1cn(Cc2ccc(Cl)cc2)cn1	i	0	i	i	-4	i	i	0.4	i	i	i
CC(C)(C)CC(=O)NCCCCCCNC(=O)CC(C)(C)C	i	0	i	i	3	i	i	0.1	i	i	i
CC(Nc1cccc2ccccc12)C(=O)N/N=C/c1ccc([N+](=O)[O-])cc1 (stereo not drawn)	i	-2	i	i	1	i	i	1.0	i	i	i
COc1ccccc1NC(=O)c1ccc(COc2ccccc2Br)o1	i	-3	i	i	1	i	i	1.5	i	i	i
COc1ccc(CCN(CC(=O)NC2CCCC2)C(=O)Cn2nnc(-c3ccc(C)o3)n2)cc1OC	i	2	i	i	-8	i	i	0.0	i	i	i
O=[N+]([O-])c1cc(C(F)(F)F)cc([N+](=O)[O-])c1NCCN1CCNCC1	i	2	i	i	-1	i	i	-13	i	i	i
O=C(Nc1ccc(-n2ccc(C(F)(F)F)n2)cc1)Nc1cccc(Cl)c1	i	3	i	i	2	i	i	2.0	i	i	i
COC(=O)c1ccc(NC(=O)c2ccc3nsnc3c2)cc1	i	-8	i	i	0	i	i	0.5	i	i	i
COc1ccc(S(=O)(=O)c2c(C)c(NS(=O)(=O)c3ccccc3)cc(C)c2O)cc1	i	-2	i	i	15	i	i	0.1	i	i	i
CC(C)(C)NC(=O)Cn1c(SCC(=O)N2CCCCCC2)nc2ccccc21	i	3	i	i	3	i	i	0.0	i	i	i
COc1ccc(-c2nc(CS(=O)CC(=O)NC3CCCC3)c(C)o2)cc1 (stereo not drawn)	i	0	i	i	-2	i	i	0.2	i	i	i
Cc1cccc(C2NS(=O)(=O)N=C2N)c1 (stereo not drawn)	i	-2	i	i	12	i	i	-0.6	i	i	i
CC(Oc1ccccc1F)C(=O)NNC(=O)CC(C)c1ccccc1 (stereo not drawn)	i	-32	i	i	-14	i	i	-0.5	i	i	i
COc1ccc(CN2CCCCCC2)c(C)c1C	i	-13	i	i	-2	nt	i	0.1	i	i	i
Cc1nc2ccccc2c2c(N)c3ccccc3n12	i	-10	i	i	1	i	i	-0.5	i	i	i
Cc1ccc(-c2onc3ccc(C(=O)/C=C/N(C)C)cc23)cc1	i	-4	i	i	16	i	i	3.3	i	i	i
O=C(C1=C[C@H](c2csc3ccccc23)C[C@H](OCCCCO)O1)N1CCN(Cc2ccc3c(c2)OCO3)CC1	i	-15	i	i	25	i	i	-3.2	i	i	i
CCN(CC)C(=O)C1CCCN(c2ccc([N+](=O)[O-])cc2[N+](=O)[O-])C1 (stereo not drawn)	i	-1	i	i	-10	i	i	0.0	i	i	i
Cc1cc(F)ccc1S(=O)(=O)N1CCCOC1CNC(=O)C(=O)NCc1cccnc1 (stereo not drawn)	i	-8	i	i	11	i	i	0.2	i	i	i
Cc1ccccc1NC(=O)COC(=O)c1cccnc1	i	-5	i	i	-19	i	i	0.0	i	i	i
CCn1cc(C(=O)N2CCCC(C(=O)c3ccc4ccccc4c3)C2)cn1 (stereo not drawn)	i	7	i	i	-1	i	i	-0.2	i	i	i
Cn1nnnc1SCC(=O)Nc1ccc(N2CCOCC2)cc1	i	1	i	i	1	i	i	0.0	i	i	i
Cc1nnc(SCC(=O)c2ccccc2)n1Cc1ccccc1	i	-3	i	i	-2	i	i	-0.1	i	i	i
O=C(C(Sc1ccccc1)c1ccccc1)N1CCOCC1 (stereo not drawn)	i	-3	i	i	-6	i	i	nt	i	i	i
Cc1ccccc1OCC(=O)Nc1nnc(C2CCCC2)s1	i	9	i	i	-6	i	i	0.9	i	i	i
COc1ccc(-c2nn(-c3ccccc3C)cc2CNC(C)c2cn(C)nc2C)cc1F (stereo not drawn)	i	0	i	i	6	i	i	0.0	i	i	i
OC(COc1ccc(F)cc1)CN1CCN(c2ccccc2F)CC1 (stereo not drawn)	i	-3	i	i	-5	i	i	-3.0	i	i	i
NC(=O)CSc1nnc(SCc2ccc(F)cc2)s1	i	-2	i	i	-8	i	i	0.5	i	i	i
Cc1cc(C(=O)Nc2c(C)cccc2C)n(-c2ccccc2)n1	i	-10	i	i	-5	i	i	-0.3	i	i	i
COc1cc2c(cc1NC(=O)c1cc(-c3ccncc3)nc3ccccc13)oc1ccccc12	i	-28	i	i	9	i	i	-1.9	i	i	i
CCC1(C)CC(=O)N(c2ccc(C(=O)O)c(O)c2)C1=O (stereo not drawn)	i	-3	i	i	-1	i	i	-0.1	i	i	i
CCOC(=O)c1c(C)[nH]c(C)c1C(=O)CN1C(=O)NC(CC(C)C)C1=O (stereo not drawn)	i	3	i	i	-2	i	i	-0.2	i	i	i
COc1ccc(N2CCN(C(=O)CN(c3cccc(OC)c3)S(=O)(=O)c3ccccc3)CC2)cc1	i	15	i	i	32	i	i	-0.3	i	i	i
COc1ccc(C(=O)Nc2ccc(S(=O)(=O)NCc3ccco3)cc2)cc1OC	i	5	i	i	1	i	i	-1.2	i	i	i
CCc1ccccc1N(C)S(=O)(=O)c1cc(-c2cc(C)no2)ccc1OC	i	-6	i	i	3	i	i	-0.2	i	i	i
COCCn1c(SCC(=O)N2CCCCC2)nc2c(c1=O)SCC2	i	5	i	i	0	i	i	-0.3	i	i	i
CCOC(=O)c1sc2nc(SCC(=O)N(CC)CC)n(CCCN3CCCC3=O)c(=O)c2c1C	i	0	i	i	0	i	i	-0.5	i	i	i
NC(=O)CSc1nnc(Cc2csc(Nc3ccc(F)cc3)n2)n1Cc1ccccc1	i	2	i	i	-6	i	i	-1.8	i	i	i
Cc1ccccc1-n1c(CSC(=N)N)nc2ccccc2c1=O	i	-2	i	i	11	i	i	-0.4	i	43*	i
COc1ccc(CNc2ncnc3cc(Cl)ccc23)cc1OC	i	-3	i	nt	6	i	i	-0.7	i	nt	nt
Nc1ccccc1-c1nnn(CC(=O)N2CCCc3ccccc32)n1	i	4	i	i	-5	i	i	-0.3	i	i	i
COc1ccc(C(=O)NC(=S)N2CCN(c3ccccc3OC)CC2)cc1OC	i	-4	i	i	4	i	i	-0.4	i	i	i
O=C(N/N=C/c1cccs1)c1cccnc1	i	3	i	i	-6	i	i	-0.5	i	i	i
CN(c1ncc(C(F)(F)F)cc1Cl)n1cc(C(N)=O)c2ccccc2c1=O	i	-7	i	i	-11	i	i	-0.2	i	i	i
CCC1S/C(=C(\C#N)C(=O)NCc2ccco2)N(c2ccc(F)cc2)C1=O (stereo not drawn)	i	-13	i	i	-6	i	i	0.4	i	i	i
Cc1nc2cc(C(=O)N3CCc4ccccc43)ccc2n1-c1ccc(F)c(F)c1	i	-4	i	i	-12	i	i	-0.2	i	i	i
CCOC(=O)c1cc2c(ccn2C)n1CC(=O)N1CCC(Cc2ccccc2)CC1	i	1	i	i	1	i	i	-0.4	i	i	i
CC1CCc2nc(N)c(C#N)c(-c3cccn3C)c2C1 (stereo not drawn)	i	-29	i	i	-6	i	i	0.2	i	i	i
CN1C(=O)/C(=C/c2cn(CC(=O)N3CCCCC3)c3ccccc23)c2ccccc21	i	54*	i	i	25	i	i	-0.3	i	i	i
O=C(Cc1ccccc1)N/N=C/c1cc(Br)c(Br)o1	i	-1	i	i	3	nt	i	1.6	i	i	i
CSc1ccccc1C(=O)NCC(c1ccco1)N1CCCCC1 (stereo not drawn)	i	-5	i	i	0	i	i	0.1	i	i	i

(listing goes on)
smiles	RGS4 act	Platelet DG rel	RGS4 block	MrgX1 PAM	SKKanGAS inh	TRPC4 inh	TRPC6 act	HIF act	TRPC6 inhibitor	MrgX1 ag	MrgX1 antagonist
Cc1ccc(C(=O)O)cc1S(=O)(=O)N1CCC(C(=O)O)CC1	i	9	i	i	-7	i	i	0.2	i	i	i
COC(=O)[C@@]12CCCN1[C@H](c1ccc(-c3ccc(Cl)c(Cl)c3)cc1)[C@H]1C(=O)N(C)C(=O)[C@H]12	i	1	i	i	-2	i	i	-0.3	i	i	i
CCOC(=O)c1ccc2c(c1)nc(-c1ccccn1)n2CC	i	-2	i	7.6*	-2	i	i	-6.8	-5.5*	i	i
CCCNC(=O)c1onc(CSc2nc3ccccc3[nH]2)c1C(=O)NCCC	i	0	i	i	-6	i	i	0.0	i	i	i
COc1ccc(N2CCN(C(=O)c3cc(-c4cccs4)nc4ccccc34)CC2)cc1	i	2	i	i	19	i	i	0.8	i	i	i
Cc1ccnc(NC(=O)CN(C)S(=O)(=O)c2cccc3nsnc23)c1	i	0	i	i	6	i	i	-0.3	i	i	i
Cc1ccc(S(=O)(=O)N2CCC(n3nnc4cc(C)ccc43)CC2)cc1	i	-5	i	i	0	i	i	0.2	i	i	i
CC(C)N(Cc1nc(-c2ccccc2)no1)C(=O)COc1ccccc1	i	0	i	i	-2	i	i	-0.2	i	i	i
Cc1ccc(C)c(N2CCN(C(=O)CCCn3c(=O)c4cccn4c4cccnc43)CC2)c1	-7.7*	-5	i	i	21	i	i	0.2	i	i	i
COc1ccc(CCNC(=O)CNC(=O)Cn2ccc3ccccc3c2=O)cc1OC	i	7	i	i	1	i	i	-0.4	i	i	i
